Assay outcomes: PubChem BioAssay, Small Molecule Screening Facility, UW Madison
PriA SSB inh – inhibitors of Klebsiella pneumoniae PriA binding to SSB C-terminal tail, primary screen, biochemical, AlphaScreen; inhibition, % at 33 µM; AID 1272365, 2023; AlphaScreen SSBct-PriA binding, biotinylated peptide; 430,000 tested, 0.6% active; in the data active = inhibition mostly above about 37%, no sharp cut-off; inactive = mostly below about 20%;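 note: plate controls were negative control peptide for no effect and reference peptide for full effect; strong numbers were not always called active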
An asterisk follows results filed as active; & = joins results of further samples. The list is partial; rates above refer to the full screens.

Structure	PriA SSB inh
CCCCOc1ccc(C(=O)OCCN2C(=O)C3C4c5ccccc5C(c5ccccc54)C3C2=O)cc1 (stereo not drawn)	17
CC(=O)Nc1ccc(C(=O)NCc2cnn3ccccc23)cc1	-6
COc1cc2ncnc(SCC(=O)c3ccccn3)c2cc1OC	2
COCCN(Cc1ccncc1)S(=O)(=O)c1cccc(Cl)c1C	-4
CCOc1ccccc1NC(=O)CSc1ncnc2ccccc12	-5
COc1cc(OC)cc(-c2noc(-c3cc(-c4cc(C)ccc4C)n[nH]3)n2)c1	-13
Cc1ccccc1C(=O)N1CCN(c2ncnc3c2nnn3-c2cccc(F)c2)CC1	-9
COc1ccc(CNc2nc(=S)[nH]c3ccccc23)cc1	-12
Cc1cc2cc(CNC(=O)c3cccc(C(F)(F)F)c3)ccc2[nH]1	6
S=C(NCCN1CCOCC1)NN=Cc1ccccc1	-6
Cc1n[nH]c(C)c1CCC(=O)NC(C)CCc1ccccc1 (stereo not drawn)	18
Cc1ccc(OCC(=O)NCCN2CCN(c3ccccc3)CC2)cc1	5
CN(C1CC1)S(=O)(=O)c1ccc(C(=O)Nc2nnc(Cc3cccs3)o2)cc1	74*
CC(C)C(=O)Nc1ccc(SCC(=O)O)nn1	-9
CCN(CC)c1ccc(C=NNC(=O)c2cc3ccccc3[nH]2)cc1	19
N#CCCn1cc(C=NO)c(-c2cccc([N+](=O)[O-])c2)n1	-2
CCCCCCCCCCCCCCCCCCn1c(COc2ccc3ccccc3c2)nc2ccccc21	-17
COc1cccc(-c2cc(C(=O)O)c3c(C)nn(C4CCS(=O)(=O)C4)c3n2)c1 (stereo not drawn)	-2
Brc1ccc(CN2CC(c3nc(-c4cccs4)no3)C2)s1	-6
Cc1ccccc1NC(=O)Nc1cnn(C2CCOCC2)c1	-5
COc1cc(OC)cc(C2=NC3(CCCC3)N=C2SCC(=O)Nc2ccccc2)c1	-11
O=C(NN=C/C=C\c1ccccc1[N+](=O)[O-])c1cccs1	13
CCOc1ccc(S(=O)(=O)N(Cc2ccoc2)Cc2cccs2)cc1F	-22
O=C(NCCN1CCOCC1)C(=O)NCC1CCN(C2CCCC2)CC1	-5
COc1cc(C=NNC(=O)CCc2n[nH]c(=O)[nH]c2=O)ccc1O	-7

Some of the entries so far, field by field:
> CC(=O)Nc1ccc(C(=O)NCc2cnn3ccccc23)cc1
  PriA SSB inh: -6
> S=C(NCCN1CCOCC1)NN=Cc1ccccc1
  PriA SSB inh: -6

(cont.)
Structure	PriA SSB inh
COc1ccc(-c2nn3c(SCC(=O)Nc4ccc5c(c4)OCCO5)nnc3[nH]c2=O)cc1	-10&-6
CN1CCc2cc(C(CNS(=O)(=O)c3cc(Cl)ccc3Cl)N(C)C)ccc21 (stereo not drawn)	32
Cc1ccc(S(=O)(=O)Nc2ccc3c(c2)OCC(C)(C)C(=O)N3)c(C)c1	13
COc1ncc(NS(C)(=O)=O)c(N2CCCC2)n1	-22
CC(=NNC(=O)C1CC1)c1ccc(Cl)cc1	-11
O=C(NC1CC(O)C(CO)C1)C1CCCCC1 (stereo not drawn)	-9
COc1cc(C=NNC(=O)c2ccncc2)ccc1OCC(=O)Nc1ccc(C)c(C)c1	-1
COc1ccc(C(=O)ON=C(C(N)=O)P(=O)(OC(C)C)OC(C)C)cc1	-2
CC1(C)CC(=O)C(N=Nc2cccc(OC(F)F)c2)=C(O)C1	14
COc1ccc(CNC(=O)Cn2nc3c(c2NC(=O)c2cccc(C(F)(F)F)c2)CSC3)cc1	-16
Cc1ccc(NC(=O)C2Nc3cc(C(F)(F)F)ccc3S(=O)(=O)N2)cc1Cl (stereo not drawn)	10
O=c1ccc(-n2ccc3ccccc32)nn1CCNS(=O)(=O)Cc1cc(F)ccc1F	26
CO[C@H](C#N)c1ccccc1C	-16
O=C(CCCS(=O)(=O)c1ccc(Cl)cc1)Nc1nc(-c2ccc3c(c2)OCO3)cs1	-4
Cn1cc(C(=O)N(Cc2cccn2C)C2CC2)nn1	-2
CCC(=NNC(=O)c1ccc(N2CCCC2=O)cc1)c1ccccc1	-6
O=C1CCCCN1c1cccc(NS(=O)(=O)c2ccccc2[N+](=O)[O-])c1	6
O=C(Cc1cccs1)N1CC(c2nc(-c3ncccn3)no2)C1	0
COCCNC(=O)NC1CCC(Oc2nccnc2C#N)CC1 (stereo not drawn)	-7
CC(C)CC[n+]1ccn(C2=C([O-])c3ccccc3C(=O)C2=NS(=O)(=O)c2ccccc2)c1	-1
COc1ccc(F)cc1S(=O)(=O)NCC#CCOc1ccc2c(c1)OCO2	19
CCn1cccc(-c2nnc(SCC(=O)NCc3ccco3)n2C)c1=O	-11
CCCCC(=O)NC(N)=Nc1nc2ccccc2o1	-7
CC(C)N(CC#CCNC(=O)c1ccc2ccccc2n1)C(C)C	-9
Cn1nc2c(c1NC(=O)c1cc3ccccc3oc1=O)CCC2	-2

At a glance, part of the list above.
Structure	PriA SSB inh
CC(C)N(CC#CCNC(=O)c1ccc2ccccc2n1)C(C)C	-9
Cn1nc2c(c1NC(=O)c1cc3ccccc3oc1=O)CCC2	-2

Continued:
Structure	PriA SSB inh
Cc1csc2nc(O)c(C(=O)NCCCn3ccnc3)c(=O)n12	8
CC(O)(CNC(=O)CSc1ccc(F)cc1)c1cc2ccccc2o1 (stereo not drawn)	-31
CCn1nc(C)cc1C(=O)Nc1nc(-c2ccccc2)c(C(C)=O)s1	-1
COc1ccc(C(=O)OCCN2CCN(S(=O)(=O)c3ccc(C)cc3)CC2)cc1OC	4
Cc1ccc2nc(NC(=O)CSc3ccc4nnc(-c5ccccn5)n4n3)sc2c1	2
NC(=NO)c1cccn1Cc1ccccc1[N+](=O)[O-]	-17
COc1ccc(CC(=O)NCc2nnnn2C2CCCCC2)cc1	8
Cc1ccc(-n2c(C)cc(C=NNC(=O)CC3(C)OCCO3)c2C)cc1	5
COCCOc1ccc(C(=O)N2CC(S(=O)(=O)c3ccc(OC)cc3)C2)cc1	-9
Cc1cccc2c(=O)cc(C)n(CC(=O)Nc3ccc(Br)cc3)c12	-19
Cn1c(=O)oc2ccc(S(=O)(=O)N3CC(n4cc(CN5CCCC5=O)nn4)C3)cc21	-11
Cc1ccc(NC(=O)CSC2=NS(=O)(=O)c3ccccc3N2Cc2ccccc2)c(Cl)c1	-1
CCOC(=O)/C=C/c1ccc(-c2ccc([N+](=O)[O-])cc2)o1	1
O=C(Nc1cnn(CC2CCOCC2)c1)c1ccno1	1
O=C(c1ccno1)N1CC(Oc2nc3c(Cl)cccc3s2)C1	-7
CC(C)(C)OC(=O)n1cc(C=NNC(=O)c2ccco2)c2ccccc21	7
CCOc1cccc(C2C(=C(O)c3ccc4c(c3)CC(C)O4)C(=O)C(=O)N2Cc2cccnc2)c1 (stereo not drawn)	-1
CC(=NOC(=O)N(C)C)c1ncc(C(F)(F)F)cc1N1CCOCC1	-17
Cc1cc(-c2nc3cccnc3s2)ccc1NC(=O)c1ccc(Br)o1	-14
CC(=O)c1ccc(OCC(=O)Nc2cc(-n3ccc4ccccc43)ncn2)cc1	12
CC(C)(C)n1ncc2c(=O)n(NC(=O)c3ccc(S(=O)(=O)N4CCOCC4)cc3)cnc21	2
COc1cc(NS(=O)(=O)c2ccc(NC(=O)c3cc(=O)c4ccccc4o3)cc2)nc(OC)n1	-5
Cc1cc(Cl)cc2sc(NC(=O)c3cccc(F)c3)nc12	-5
CCOc1ccc(C=NOCC(=O)Nc2cc(C)on2)cc1	-8
CN(CC(=O)Nc1nc2c(s1)C(=O)NCCC2)S(C)(=O)=O	-14
CC(C)c1ccc(CC(=O)Nc2nc3cc4c(cc3s2)OCCO4)cc1	-11
C[C@](O)(CNC(=O)c1c(F)cccc1F)c1cc2ccccc2o1	-6
COc1ccc(Cl)cc1C(=O)N1CC(c2nc(-c3ccsc3)no2)C1	-16
Cc1nnc(C)n1N=Cc1ccccn1	-9
O=C([C@H]1CC(=O)N(c2ccc(F)cc2)C1)N1CCC(Oc2ccccn2)CC1	-7
COc1cc(C=Nn2nnnc2N)ccc1OCC(N)=O	-11
Cc1nn(-c2ccccc2Cl)c(Cl)c1C=NNc1cccc(C(=O)O)c1	-9
CCOc1ccccc1NC(=O)Cn1cccc(-c2nc(-c3ccc(Cl)cc3)no2)c1=O	-8
CC(=NNc1ncnc2sc(C)c(C)c12)c1ccccn1	14
O=C(Cc1cccs1)NCCn1ccnc1-c1ccccn1	-2
CCN(CC)S(=O)(=O)c1ccc(C(=O)Nc2nnc(N=Cc3ccccc3)s2)cc1	7
O=C(O)CNC(=O)CC1S/C(=N\N=C/c2ccccc2O)NC1=O (stereo not drawn)	-12
Cc1cc2nc(NCc3cccnc3)sc2cc1C	-6&3
Cn1nc(CNC(=O)c2cc(C3CC3)on2)c2c1CCOC2	-18
O=C(NCc1nnnn1-c1cccc(F)c1)c1ccc2c(c1)OCO2	-2
Nc1ncc(Br)c2ncccc12	10
O=C(O)COc1ccccc1C=NNC(=O)/C(=C\c1ccc2c(c1)OCO2)NC(=O)c1ccccc1	-36
Cc1nn(CCNC(=O)c2cccc(Br)c2)c(C)c1Cl	14
CCC(=O)NC(=Nc1nc(C)cc(C)n1)Nc1ccccc1	-12
O=C(c1ccc(OC(F)(F)F)cc1)N1CCC(CSCc2ccco2)CC1	3
Cc1cc(C)c2sc(NC(=O)c3ccco3)nc2c1	-17
CN(C)c1ncc(NS(=O)(=O)c2ccccc2C(F)(F)F)cn1	-12
Cc1ccc(-n2ncc3c(=O)n(NC(=O)Cc4cccs4)cnc32)cc1C	-8
Cc1ccc(CONC(=O)N=CN(C)C)cc1	3
Cc1cc(C)n(CC2CCN(S(=O)(=O)c3ccc(Cl)s3)CC2)n1	-17

Other results
Structure	PriA SSB inh
COc1cccc(C(=O)NCCn2ncc3c(=O)n(Cc4ccc(F)cc4)cnc32)c1	-2
O=C(ON=C1CCSc2ccccc21)c1ccc(F)cc1	-12
CCOc1cc(C=Nn2cnnc2)ccc1OCC(=O)Nc1ccccc1OC	-16
CCOC(=O)C1=C(C)N(C)C(=S)NC1c1cccc([N+](=O)[O-])c1 (stereo not drawn)	7
O=C(CSc1nnc2scc(-c3ccccc3)n12)Nc1ccc(Cl)cc1	-1
CCN1C(=O)C(C)(C)COc2cc(NS(=O)(=O)c3ccccc3Br)ccc21	-16
COc1ccccc1-c1noc(C2CNC2)n1	-5
Cc1nc2ccccc2c(=O)n1N=Cc1cccnc1	1
COc1ccc(-c2c(C(F)(F)F)oc3cc(OCC(=O)OC(C)(C)C)ccc3c2=O)cc1	-13
Cc1n[nH]c(=S)n1N=Cc1ccc(Br)o1	1
CC12CCC(C(=O)Nc3ncc(Cl)cc3Cl)(CC1=O)C2(C)C (stereo not drawn)	10
COc1ccc(OC)c(Nc2nc(CC(=O)NCc3ccccc3Cl)cs2)c1	22
CC(C)CCn1c(-c2ccco2)nc2ccccc21	4
Cc1nc(-n2cccc2)sc1C(=O)N1CCCC(Cc2nc(-c3cnccn3)no2)C1 (stereo not drawn)	-4
CCOc1ccc(C(=O)Nc2c(N)nc(SCC(=O)Nc3nccs3)[nH]c2=O)cc1	6
O=C(c1cc(-c2ccccn2)nc2ccccc12)N1CCc2ccccc2C1	-6
COCc1cc(=O)[nH]c(N=C(N)Nc2ccc(Oc3ccccc3)cc2)n1	-7
CCOc1cc(C=NNC(=O)Cc2ccc(C(F)(F)F)cc2[N+](=O)[O-])ccc1O	1
CCc1ccccc1NC(=O)Cc1cc(=O)[nH]c(SCc2ccccc2)n1	-22
O=C(CSC1CCCC1)N1CCCSCC1CN1CCOCC1 (stereo not drawn)	16
CSc1ccccc1NC(=O)C(=O)NCC(c1cccn1C)N1CCc2ccccc2C1 (stereo not drawn)	9
O=C(NCC1CCN(c2ncccn2)CC1)c1cc2ccccc2o1	-23
Cc1ccc(C=NNc2ccc(F)cc2)s1	4
CCCc1cc(=O)n(CC(=O)Nc2cc(C)on2)c(-n2nc(C)cc2C)n1	-16
CCOc1ccccc1N(Cc1nnc2n1CCCCC2)C(=O)Nc1ccc(OC)cc1	-14

Grouped by structure: the entries above with a cyano group.
Structure	PriA SSB inh
N#CCCn1cc(C=NO)c(-c2cccc([N+](=O)[O-])c2)n1	-2
CO[C@H](C#N)c1ccccc1C	-16
COCCNC(=O)NC1CCC(Oc2nccnc2C#N)CC1 (stereo not drawn)	-7

More records follow.
Structure	PriA SSB inh
O=C(Cc1ccc(Br)cc1)NCCOc1ccc(-c2cccs2)nn1	4&8
CN(C)CCN(C(=O)c1ccc(S(=O)(=O)N2CCOCC2)cc1)c1nc2ccc(Br)cc2s1	-14&20
CC(=NNc1nccnc1Cl)c1ccc(O)cc1	-7
O=S(=O)(c1cccc2cnccc12)N1CCOCC1	-6
Cc1cc(C)cc(NC(=O)Cn2nc3ccc(SC(C)(C)C)nn3c2=O)c1	-12
O=C(CCOc1ccccc1)Nc1nc2ccc([N+](=O)[O-])cc2s1	14
O=C(NCCc1nnc2ccc(SCc3cccc4ccccc34)nn12)c1ccccc1	-1
O=C(CN1C(=O)COc2ccccc21)Nc1ccc(OC(F)F)cc1	48
Cc1ccc(-n2nnc(C(=O)OCc3ccc(F)cc3)c2C)cc1Cl	-28
O=C(Nc1ccccc1O)c1coc(NC(=O)C2CCC2)n1	-12
CCOc1ccc2nc(N=Cc3c(C)[nH]n(-c4ccc(C)cc4)c3=O)sc2c1	-5
Cc1cc(C)n(CC2CCN(C(=O)NC(C)(C)C)CC2)n1	-12
O=S(=O)(NCCn1ccnc1-c1ccccn1)c1cccc(C(F)(F)F)c1	3
